Screening results: PubChem BioAssay, several laboratories
TLR9-MyD88 inh: inhibitors of TLR9-MyD88 association in cells, primary screen, cell-based, CHO, BLA complementation, fluorescence; 340,000 tested, 0.21% active; Toll-like receptor 9 (Homo sapiens) + Myeloid differentiation primary response protein …; inhibition, % at 4.98 µM; CCF4 FRET ratio;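 active = inhibition above the mean over all tested compounds plus 3 SD, cut at about 21% in these data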;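 also: 0% = DMSO only wells and 100% = clavulanate BLA inhibitor control wells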
SRC3 inh: SRC3 coactivator transcriptional activity inhibitors, primary screen, cell-based, luminescence. HEK293 GAL4-SRC3 luciferase reporter. 360,000 tested, 0.17% active. inhibition, % at 3.6 µM;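 active = inhibition above a per-campaign cutoff, the mean of all compounds plus 3 SD, cut at about 60% in these data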;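 also: 0% = DMSO-treated cells and 100% = gossypol-treated cells at 36 µM; higher means less SRC3-driven luciferase light from the GAL4 reporter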
EBV LMP1 NFkB: EBV LMP1-driven NF-kappaB luciferase reporter inhibitors, primary screen, cell-based, luminescence, single point | LMP1-induced NF-kappaB luciferase reporter cells | inhibition, % at 12.5 µM | 350,000 tested, 0.69% active; in the data active = inhibition above about 41%;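 also: 0% = neutral control wells and 100% = reference inhibitor control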
NR5A2 inv ag: LRH-1 (NR5A2) inverse agonists, primary screen, cell-based, luminescence, HEK293T, StAR-luciferase reporter; LRH-1 transfected, 24 h; 360,000 tested, 0.13% active; Nuclear receptor subfamily 5 group A member 2 (Homo sapiens), O00482; AID 602396, 2012; inhibition, % at 3.6 µM;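 active = inhibition above the mean inhibition of all tested compounds plus 3 SD, cut at about 73% in these data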;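 also: 0% = DMSO wells and 100% = reporter-only cells lacking LRH-1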
Target sequence (O00482 whole entry, looked up): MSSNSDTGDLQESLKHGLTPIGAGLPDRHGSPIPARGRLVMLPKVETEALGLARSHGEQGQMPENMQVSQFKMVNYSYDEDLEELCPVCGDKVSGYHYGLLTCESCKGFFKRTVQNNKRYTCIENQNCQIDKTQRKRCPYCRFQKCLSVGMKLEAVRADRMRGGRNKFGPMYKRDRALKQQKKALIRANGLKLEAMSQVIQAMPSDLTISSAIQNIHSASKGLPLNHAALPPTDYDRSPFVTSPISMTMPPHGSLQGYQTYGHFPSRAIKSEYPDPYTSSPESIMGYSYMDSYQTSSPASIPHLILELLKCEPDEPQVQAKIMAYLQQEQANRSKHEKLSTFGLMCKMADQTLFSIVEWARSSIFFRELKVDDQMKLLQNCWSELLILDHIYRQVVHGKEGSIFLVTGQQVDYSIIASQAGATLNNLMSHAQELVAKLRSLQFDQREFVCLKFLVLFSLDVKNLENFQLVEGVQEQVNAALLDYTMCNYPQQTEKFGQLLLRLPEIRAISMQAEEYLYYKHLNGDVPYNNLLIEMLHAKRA
Vif imaging: HIV Vif self-association inhibitors, primary screen, imaging, HEK293T, single point | HEK293T cells, Vif self-association by quenched fluorescence, 24 h | inhibition, % at 7.49 µM | 340,000 tested, 0.35% active; in the data active = inhibition above about 50%, passing the limit was not always enough; also: some results filed as inactive read as strong as hits
NCOA2 inhibitor: inhibition of GAL4-SRC2 driven luciferase reporter, primary screen, SRC2 inhibitor project, cell-based, luminescence | 370,000 tested, 0.17% active | inhibition, % at 9 µM | HEK293 GAL4-SRC2 luciferase reporter | Nuclear receptor coactivator 2 (Homo sapiens), Q15596;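 active = inhibition above the mean inhibition of all tested compounds plus 3 SD, set per campaign, cut at about 52% in these data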;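 also: 0% = DMSO treated cells and 100% = cells given Gossypol at 36 µM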
TROY NFkB inh: inhibitors of TROY-driven NF-kB signaling, primary screen, Q293 LMP1-TROYcd cells, NF-kB luciferase, uHTS; AID 1347056, 2019; inhibition, % at 10 µM; 360,000 tested, 0.98% active; Q293 LMP1-TROYcd NF-kB luciferase reporter, 4 h;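 active = compounds whose plate-normalised and pattern-corrected inhibition of the luciferase reporter signal at the single screening dose is 50% or more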
TRAIL sens C8: viability loss with TRAIL in NB7+C8 cells, primary screen, TRAIL sensitizer project, cell-based, ATPlite luminescence; 360,000 tested, 1% active; inhibition (viability loss, TRAIL sensitization), % at 10 µM;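 active = compounds causing at least 50% loss of cell viability in the single-dose screen, relative to plate controls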
SRC1 inh: SRC1 coactivator transcriptional activity inhibitors, primary screen, cell-based, luminescence. inhibition, % at 3.6 µM. Nuclear receptor coactivator 1 (Homo sapiens), Q15788. 360,000 tested, 0.12% active. HEK293 GAL4-SRC1 luciferase reporter;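 active = inhibition above the campaign mean plus 3 SD, with each screening campaign given its own cutoff, cut at about 60% in these data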;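 also: 0% = DMSO treated cells and 100% = gossypol at 36 µM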
COUP-TFII inh: NR2F2 transcriptional activity inhibitors, primary screen, cell-based, luciferase reporter, HEK293T, luminescence; COUP transcription factor 2 (Homo sapiens), P24468; HEK293T NGFI-A luciferase reporter; inhibition, % at 8.6 µM; 370,000 tested, 0.7% active;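 active = inhibition above a per-plate cutoff, mean inhibition of test wells between control levels plus 3 SD, cut at about 38% in these data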;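 also: cells cotransfected with COUP-TFII expression vector driving the NGFI-A reporter; 0% = median of COUP-TF2 test wells and 100% = reporter-only cells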
Target sequence (P24468 whole entry, looked up): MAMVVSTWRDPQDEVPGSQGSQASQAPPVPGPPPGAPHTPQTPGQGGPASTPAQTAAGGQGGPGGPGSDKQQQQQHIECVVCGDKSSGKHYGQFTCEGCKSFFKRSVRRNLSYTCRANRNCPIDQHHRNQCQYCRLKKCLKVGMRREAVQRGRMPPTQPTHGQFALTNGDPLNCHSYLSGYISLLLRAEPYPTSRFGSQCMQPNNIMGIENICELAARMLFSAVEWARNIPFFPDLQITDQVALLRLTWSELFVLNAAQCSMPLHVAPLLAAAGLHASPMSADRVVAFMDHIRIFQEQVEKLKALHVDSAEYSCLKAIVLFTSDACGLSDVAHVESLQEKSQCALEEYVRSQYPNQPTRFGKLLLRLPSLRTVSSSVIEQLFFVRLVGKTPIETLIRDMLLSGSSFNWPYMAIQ
NOD2 RIPK2 PPI: NOD2-RIPK2 binding disruptors in cells, primary screen, fluorescence, CHO cells, BLA complementation; Receptor-interacting serine/threonine-protein kinase 2 (Homo sapiens), O43353; CCF4 ratio; inhibition, % at 4.98 µM; 360,000 tested, 0.38% active; AID 624267, 2012; in the data active = inhibition above about 21%;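 also: 0% = vehicle only and 100% = reference blocker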
* = called active by the depositor; . = not tested or not shown. Some of the compounds tested; the hit share may differ from the screen's.

SMILES | TLR9-MyD88 inh | SRC3 inh | EBV LMP1 NFkB | NR5A2 inv ag | Vif imaging | NCOA2 inhibitor | TROY NFkB inh | TRAIL sens C8 | SRC1 inh | COUP-TFII inh | NOD2 RIPK2 PPI
CS(=O)(=O)c1ccc(Cl)c(NC(=O)COC(=O)c2cccc(S(=O)(=O)N3CCCC3)c2)c1 | -10 | 4 | -3 | 18 | 2 | -13 | 0 | -3 | -29 | 16 | 1
Nc1cc(Cl)ccc1N1CCCCCC1 | -21 | 21 | 4 | -5 | 5 | 22 | 17 | 5 | 6 | -6 | -10
COc1cc2c3c(c1)-c1c(sn(-c4cc(OC)ccc4OC)c1=S)C(C)(C)N3C(=O)C2=O | -5 | -4 | 1 | 1 | -2 | -10 | -4 | -14 | -27 | 15 | -3
CC(C)=C1C2CCC1C1C(=O)N(c3ccc4c(c3)OCO4)C(=O)C21 (stereo not drawn) | -10 | 10 | -4 | -15 | -6 | -30 | -18 | 0 | 6 | -12 | -6
CCN(c1ccccc1)S(=O)(=O)c1ccc(C(=O)Nc2ncccc2O)cc1 | -10 | 6 | 26 | 17 | 0 | 9 | 14 | 18 | -20 | 22 | 3
Cc1[nH]c2ccc(C(=O)N3CCC(C(N)=O)CC3)cc2c1C | 4 | -4 | 0 | 4 | 8 | -16 | -27 | -2 | -30 | 1 | 1
COc1ccc2[nH]c(=O)c(-c3nnn(-c4ccc(Cl)nc4)n3)cc2c1 | -3 | 3 | -10 | 0 | 6 | . | -4 | -9 | -18 | . | 4
CN(c1cccc(NC(=O)CN(c2ccc(Cl)c(Cl)c2)S(=O)(=O)c2ccccc2)c1)S(C)(=O)=O | -5 | 17 | 1 | 13 | -10 | 22 | 25 | 9 | -4 | 0 | 0
CCOc1ccc(/C=N/NC(=O)C2CC2)cc1OC | 0 | 0 | -3 | 2 | . | -37 | 5 | 7 | -24 | -14 | -5
CCN1CCN(c2cc(-c3ccccc3)nc3cc(-c4cccc(F)c4)nn23)CC1 | -6 | 12 | -19 | 32 | 3 | 15 | 6 | 10 | -34 | -4 | -6
Cc1ccc(S(=O)(=O)Cn2nnnc2C(C(C)C)N2CCC(O)CC2)cc1 (stereo not drawn) | 3 | -15 | -8 | 16 | -5 | 1 | -1 | -1 | -15 | 17 | -1
CN(C(=O)c1ccc2c(c1)OCO2)C1CCCCC1 | -3 | -41 | -6 | -53 | 1 | -33 | -26 | -9 | -87 | 0 | 1
Nc1ccc(C(=O)N/N=C2\CCCc3c2[nH]c2ccccc32)cc1 | -4 | -9 | -10 | -13 | 2 | -43 | -55 | 11 | -28 | -17 | -1
Cc1ccc2c(c1)nnn2C1CCN(CC(=O)NNC(=O)c2ccco2)CC1 | 6 | 13 | -5 | 3 | -6 | -31 | -17 | -4 | 6 | 10 | 0
S=c1nc(C2CC2)n(-c2ccccc2)[nH]1 | 1 | 8 | -1 | -9 | -3 | -8 | 1 | -3 | -3 | -3 | -3
CC(=O)Nc1ccc(OCCOc2ccc([N+](=O)[O-])cc2)cc1 | 3 | 0 | -12 | 15 | 0 | 3 | -16 | -11 | 6 | 18 | -10
Cc1cc(SCC(=O)NC2(C#N)CCCCC2)nc2c(C)cccc12 | 5 | -4 | -4 | 1 | -4 | -8 | -3 | -5 | -15 | 0 | -7
COc1ccc(N2CCN(C(=O)CSc3ccc(C)cc3)CC2)cc1 | -1 | 13 | -3 | 12 | -8 | -1 | -6 | -1 | -20 | 0 | -3
CCCCc1cc(=O)oc2cc(C)cc(OC(C)C(=O)NCC3CCC(C(=O)O)CC3)c12 (stereo not drawn) | -11 | 12 | -10 | 10 | -4 | -16 | -1 | 4 | 4 | 10 | -10
Cc1cccc(NC(=O)c2ccc(F)c(S(=O)(=O)NCc3ccco3)c2)c1 | -10 | 13 | 9 | 10 | 5 | 5 | -18 | 3 | -18 | 23 | -13
O=C(NC1CCCCCC1)c1cc(=O)[nH]c2ccc(S(=O)(=O)N3CCOCC3)cc12 | -17 | 14 | 1 | -7 | -2 | -4 | 7 | -17 | -6 | 3 | -3
O=C(Nc1cccc(C(=O)N2CCOCC2)c1)c1cncc(Br)c1 | -8 | 7 | -6 | -2 | -10 | 10 | 3 | -9 | -32 | -10 | 3
CN(C)C(=O)c1cc([N+](=O)[O-])cc([N+](=O)[O-])c1N(C)C | -2 | 11 | 2 | 2 | -3 | -8 | 9 | -10 | -4 | 12 | -12
Cc1ccc2c(c1)c(/C=C/c1cc[n+](C)cc1)c(C)n2C | -1 | 33 | 13 | 60 | . | -42 | 37 | 21 | 42 | 54* | 7
CCNc1nc(NCC)n2c(SCC(=O)Nc3ccc(C)cc3Br)nnc2n1 | -5 | 12 | -1 | -5 | -2 | -10 | -23 | -10 | 14 | -7 | -9

Another view of part of the listing above:
| Structure | TLR9-MyD88 inh | SRC3 inh | EBV LMP1 NFkB | NR5A2 inv ag | Vif imaging | NCOA2 inhibitor | TROY NFkB inh | TRAIL sens C8 | SRC1 inh | COUP-TFII inh | NOD2 RIPK2 PPI |
| --- | --- | --- | --- | --- | --- | --- | --- | --- | --- | --- | --- |
| COc1ccc2[nH]c(=O)c(-c3nnn(-c4ccc(Cl)nc4)n3)cc2c1 | -3 | 3 | -10 | 0 | 6 | . | -4 | -9 | -18 | . | 4 |
| CN(c1cccc(NC(=O)CN(c2ccc(Cl)c(Cl)c2)S(=O)(=O)c2ccccc2)c1)S(C)(=O)=O | -5 | 17 | 1 | 13 | -10 | 22 | 25 | 9 | -4 | 0 | 0 |
| CCOc1ccc(/C=N/NC(=O)C2CC2)cc1OC | 0 | 0 | -3 | 2 | . | -37 | 5 | 7 | -24 | -14 | -5 |
| CCN1CCN(c2cc(-c3ccccc3)nc3cc(-c4cccc(F)c4)nn23)CC1 | -6 | 12 | -19 | 32 | 3 | 15 | 6 | 10 | -34 | -4 | -6 |
| Cc1ccc(S(=O)(=O)Cn2nnnc2C(C(C)C)N2CCC(O)CC2)cc1 (stereo not drawn) | 3 | -15 | -8 | 16 | -5 | 1 | -1 | -1 | -15 | 17 | -1 |
| CN(C(=O)c1ccc2c(c1)OCO2)C1CCCCC1 | -3 | -41 | -6 | -53 | 1 | -33 | -26 | -9 | -87 | 0 | 1 |
| Nc1ccc(C(=O)N/N=C2\CCCc3c2[nH]c2ccccc32)cc1 | -4 | -9 | -10 | -13 | 2 | -43 | -55 | 11 | -28 | -17 | -1 |
| Cc1ccc2c(c1)nnn2C1CCN(CC(=O)NNC(=O)c2ccco2)CC1 | 6 | 13 | -5 | 3 | -6 | -31 | -17 | -4 | 6 | 10 | 0 |
| S=c1nc(C2CC2)n(-c2ccccc2)[nH]1 | 1 | 8 | -1 | -9 | -3 | -8 | 1 | -3 | -3 | -3 | -3 |
| CC(=O)Nc1ccc(OCCOc2ccc([N+](=O)[O-])cc2)cc1 | 3 | 0 | -12 | 15 | 0 | 3 | -16 | -11 | 6 | 18 | -10 |

The results go on.
SMILES | TLR9-MyD88 inh | SRC3 inh | EBV LMP1 NFkB | NR5A2 inv ag | Vif imaging | NCOA2 inhibitor | TROY NFkB inh | TRAIL sens C8 | SRC1 inh | COUP-TFII inh | NOD2 RIPK2 PPI
COc1ccc(C(=O)COC(=O)C(C)N2C(=O)C3C4CCC(C4)C3C2=O)cc1 (stereo not drawn) | 4 | 7 | 0 | 8 | 3 | 10 | -22 | 7 | 1 | 4 | 2
CC(C)(C)OCC1CO1 (stereo not drawn) | -13 | 15 | 0 | -10 | 2 | -7 | -3 | -7 | 4 | 2 | -6
Cc1ccnc(SC2CC(=O)N(c3ccc(Br)cc3)C2=O)n1 (stereo not drawn) | 0 | -3 | 5 | -13 | 11 | 24 | -20 | -5 | -18 | -8 | -10
O=C(CCl)N=c1sccn1Cc1ccc(Cl)cc1Cl | -3 | 16 | -9 | 34 | 3 | 20 | 21 | 97* | 0 | -9 | -6
Cc1nc(N)sc1C(=O)NN | . | -11 | 3 | -52 | -1 | -59 | -7 | -5 | -43 | -51 | -2
O=S(=O)(Cc1ccccc1)N1CCN(Cc2c(F)cccc2Cl)CC1 | 0 | 3 | -11 | -4 | -4 | -9 | -4 | 4 | -10 | -2 | -2
COc1cccc(C(=O)NCC(=O)OCC(=O)Nc2cc(OC)c([N+](=O)[O-])cc2C)c1 | -1 | 22 | -3 | 4 | -9 | 18 | -3 | 12 | 6 | 7 | 0
CCCCOC(=O)CSC1=C(C#N)C(c2ccccc2OCC)C(C#N)C(=O)N1 (stereo not drawn) | -21 | 14 | -1 | -8 | 2 | . | 6 | -25 | 13 | . | -9
Cc1nc(Cc2nnc(SCC(=O)N3CCN(c4ccc(F)cc4)CC3)o2)cs1 | 3 | -2 | 7 | 7 | -3 | 3 | -5 | 16 | -16 | 2 | 1
CC(=O)Nc1cccc(NC(=O)c2c(-c3c(Cl)cccc3Cl)noc2C)c1 | -4 | 1 | 7 | 28 | -6 | 5 | -11 | 8 | 11 | 6 | 0
Nn1c(SCC(=O)Nc2ccc(F)c(F)c2)nnc1C1CCCCC1 | 6 | 23 | -3 | -10 | -2 | -11 | 3 | 3 | -19 | 7 | -4
Cc1ccc(S(=O)(=O)/C=C2\OCc3ccccc32)cc1 | . | . | . | 16 | . | 8 | . | 15 | . | 7 | -3
COc1ccc(-n2c(SCC(=O)NCCC(C)C)nc3ccsc3c2=O)cc1 | 0 | 11 | 8 | 12 | 2 | 5 | -13 | -5 | -6 | 12 | -9
COC(=O)c1ccc(NC(=O)CCCCCn2nnc3ccccc3c2=O)cc1 | -2 | 12 | 2 | 2 | -9 | -7 | 7 | -1 | -7 | -9 | -4
CC1CCN(C(=O)CSc2nnc(Cc3cccn3C)n2-c2ccc(F)cc2)CC1 | -2 | 6 | 1 | -27 | 23 | -11 | -2 | 8 | -8 | 6 | 7
CCC(=O)N1CCN(c2ccc(NC(=O)c3cc4ccccc4o3)cc2Cl)CC1 | 1 | 25 | 27 | 10 | -20 | 25 | 66* | 61* | 22 | 44* | 6
COCCOC(=O)c1c(C)oc2ccc(NS(=O)(=O)c3ccc(C(=O)O)cc3)cc12 | -6 | 14 | -5 | 4 | 6 | -22 | -45 | -8 | -12 | -14 | -8
O=C(OCCCN=C1NS(=O)(=O)c2ccccc21)c1ccc([N+](=O)[O-])cc1 | -1 | 14 | 7 | 8 | -1 | -10 | 16 | -4 | -6 | -15 | 2
